Compound activity as filed in PubChem BioAssay.
LAP4 TOR yeast – modulators of LAP4-GFP expression in yeast, primary screen, S. cerevisiae, multiplex flow cytometry, MLPCN library; 3 h; median GFP as percent of DMSO wells; GFP response vs DMSO, % at 10 µM; actives 0.34% (n = 320,000);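 active = GFP response vs DMSO above a set limit, about the screen mean plus 3 SD, cut at about 150% in these data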
VLA-4 inh – inhibition in human VLA-4 binding assay, primary screen, VLA-4 allosteric modulator project, MLPCN library, flow cytometry, VLA-4 expressing cells | Integrin alpha-4 (Homo sapiens), P13612 | ligand binding flow cytometry | inhibition, % (about 7 µM as worked out from the volumes in the protocol) | actives 0.2% (n = 330,000) | AID 2557, 2010; in the data active = inhibition above about 50%
Target sequence (P13612 whole entry, looked up): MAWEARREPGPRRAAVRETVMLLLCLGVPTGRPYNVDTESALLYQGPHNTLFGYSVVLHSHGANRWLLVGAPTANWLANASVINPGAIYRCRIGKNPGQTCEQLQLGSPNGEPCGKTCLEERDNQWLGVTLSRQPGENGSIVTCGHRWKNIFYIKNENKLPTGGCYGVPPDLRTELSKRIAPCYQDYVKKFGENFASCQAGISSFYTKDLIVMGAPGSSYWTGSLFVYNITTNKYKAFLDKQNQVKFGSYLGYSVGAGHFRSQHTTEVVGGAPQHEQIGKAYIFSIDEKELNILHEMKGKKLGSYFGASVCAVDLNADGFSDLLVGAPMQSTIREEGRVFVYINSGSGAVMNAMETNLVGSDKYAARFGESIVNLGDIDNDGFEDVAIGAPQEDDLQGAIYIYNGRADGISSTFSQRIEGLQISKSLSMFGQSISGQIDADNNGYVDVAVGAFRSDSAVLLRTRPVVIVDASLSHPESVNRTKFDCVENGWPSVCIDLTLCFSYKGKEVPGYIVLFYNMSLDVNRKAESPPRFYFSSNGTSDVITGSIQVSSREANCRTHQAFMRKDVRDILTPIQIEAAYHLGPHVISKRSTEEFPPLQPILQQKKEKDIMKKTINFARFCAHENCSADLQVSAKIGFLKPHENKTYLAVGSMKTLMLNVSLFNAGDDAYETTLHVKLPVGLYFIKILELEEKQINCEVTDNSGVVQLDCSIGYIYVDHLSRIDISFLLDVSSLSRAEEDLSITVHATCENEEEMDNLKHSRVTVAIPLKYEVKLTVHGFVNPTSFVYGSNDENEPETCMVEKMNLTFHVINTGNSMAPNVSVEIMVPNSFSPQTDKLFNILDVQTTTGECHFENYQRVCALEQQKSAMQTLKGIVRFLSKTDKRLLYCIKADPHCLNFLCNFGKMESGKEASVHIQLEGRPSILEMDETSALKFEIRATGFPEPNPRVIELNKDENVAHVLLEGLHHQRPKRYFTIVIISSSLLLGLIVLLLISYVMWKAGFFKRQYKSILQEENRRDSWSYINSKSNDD
GRK2 aptamer HTS – compounds blocking aptamer binding on GRK2 – biochemical, human GRK2, bead flow cytometry, HTS, primary screen | Beta-adrenergic receptor kinase 1 (Homo sapiens), P25098 | FAM-aptamer displacement from GRK2 | inhibition of aptamer binding, % at 10 µM | actives 0.59% (n = 330,000) | AID 488847, 2010;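 active = inhibition of aptamer binding above 40%, roughly 3 SD of noise, on plates passing a quality check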;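 also: median bead fluorescence of bound FAM aptamer so fluorescent compounds give negative values; no value below 0 was filed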
CIT2 TOR yeast – modulators of CIT2-GFP expression in yeast, primary screen, S. cerevisiae, GFP fusion, multiplex flow cytometry, MLPCN library; actives 0.065% (n = 320,000); S. cerevisiae CIT2-GFP strain, 3 h; 100 means same as DMSO wells; AID 2029, 2009; GFP response vs DMSO, % at 10 µM;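 active = GFP response relative to DMSO above a set limit, near the screen mean plus 3 SD, cut at about 150% in these data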;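 also: ratio of well median GFP fluorescence to mean of DMSO wells on the plate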
AGP1-GFP MLPCN – modulators of AGP1-GFP expression in yeast TOR pathway, primary screen, cell-based, multiplex flow cytometry, S. cerevisiae, MLPCN library; 3 h; GFP as percent of DMSO wells; GFP response vs DMSO, % at 10 µM; actives 0.02% (n = 320,000); AID 2066, 2009;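 active = GFP response relative to DMSO above a set limit, near screen average plus 3 SD, cut at about 150% in these data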;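 also: median GFP channel fluorescence of the gated AGP1 strain per well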
MEP2-GFP yeast – modulators of MEP2-GFP levels in yeast, primary screen, S. cerevisiae, multiplex flow cytometry, MLPCN library | S. cerevisiae MEP2-GFP strain, 3 h; 100% = DMSO control level | actives 0.51% (n = 330,000) | GFP response vs DMSO, % at 10 µM;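 active = GFP response versus DMSO above a set limit, roughly screen mean plus 3 SD, cut at about 180% in these data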;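 also: median GFP fluorescence of the barcode-gated MEP2-GFP cells per well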
RPL19A TOR yeast – RPL19A-GFP expression modulators in yeast, primary screen, cell-based, S. cerevisiae, multiplex flow cytometry, MLPCN; S. cerevisiae RPL19A-GFP strain, 3 h; active compounds read low; percent response vs DMSO, % at 10 µM; actives 0.3% (n = 330,000);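 active = percent response vs DMSO below 50%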;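 also: median channel GFP fluorescence of the barcoded RPL19A-GFP strain; ratio of sample median GFP to plate DMSO average so 100% = DMSO; lower means less RPL19A-GFP as with rapamycin TOR inhibition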
JMJD2C inh – inhibitors of GASC-1 histone demethylase, primary screen, biochemical, fluorescence, DELFIA europium; actives 0.069% (n = 330,000); AID 2099, 2009; inhibition, % at 2.35 µM; GST-JMJD2C(1-420) H3K9me3 demethylation; Lysine-specific demethylase 4C (Homo sapiens), Q9H3R0;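 active = more than half of a compound's replicate wells show inhibition beyond 50%, single wells judged on their own value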;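 also: signal counts dimethyl H3K9 product captured on neutravidin plate; 0% = median of DMSO wells and 100% = 0.3 times that DMSO median; strong numbers were not always called active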
Starred values were filed as active, the others as inactive; · = no result given.

SMILES	LAP4 TOR yeast	VLA-4 inh	GRK2 aptamer HTS	CIT2 TOR yeast	AGP1-GFP MLPCN	MEP2-GFP yeast	RPL19A TOR yeast	JMJD2C inh
COC(=O)c1ccc(N2CCN(C)CC2)c(NC(=O)c2ccc(-c3ccc(Cl)cc3)o2)c1	95.5	-4.6	0.0	102.3	98.8	103.0	101.9	-6.9
O=S1(=O)CCOCCCN1Cc1ccccc1F	101.6	-28.2	0.0	62.7	65.7	87.6	89.2	-11.7
CCOC(=O)C1(C(=O)O)NC(=O)CC1c1ccccc1 (stereo unspecified)	99.6	2.5	1.0	98.8	103.8	100.9	99.9	-2.4
CC(C)CC(=O)Nc1ccc(N2CCOCC2)cc1	111.1	7.3	3.0	112.6	104.8	109.1	104.2	2.2
O=C1c2ccccc2-c2ncnc3c(N4CCOCC4)cc(N4CCOCC4)c1c23	93.7	-115.2	2.0	104.5	100.9	100.6	102.7	-12.3
CCc1ccccc1NC(=O)NNC(=O)CCc1ccccc1	69.9	5.1	0.0	96.3	88.8	91.3	100.2	-9.5
CCC(C)(C)NC(=O)CN(Cc1cccs1)C(=O)CCC(=O)Nc1nccs1	91.6	-0.7	0.0	104.3	104.1	99.4	98.5	-3.6
O=C(COC(=O)Cc1ccc(-c2ccccc2)cc1)NCc1ccc(F)cc1	104.6	-0.3	8.0	91.8	93.7	106.1	99.9	-0.9
COc1ccc(NC(=S)SC)cc1OC	107.4	29.3	0.0	100.8	101.8	99.3	101.0	-10.5
CCC1C(=O)C(C)(C)C(=O)OC1c1ccc([N+](=O)[O-])cc1 (stereo unspecified)	82.9	1.6	1.0	97.2	94.9	110.9	96.8	-30.9
Cc1ccc(-c2csc(N3CCN(c4cc5c(cc4Cl)nc(C(C)N)n5CCCO)CC3)n2)cc1 (stereo unspecified)	103.5	-3.0	0.0	79.1	83.5	93.7	98.6	2.0
COc1cccc(NS(=O)(=O)c2ccc3c(c2)N(C(C)=O)CCO3)c1	97.8	-1.9	0.0	108.5	96.1	93.7	97.3	0.8
O=C(CCN1CCCC1Cc1ccccc1)c1ccc2c(c1)OCCO2 (stereo unspecified)	119.8	3.0	0.0	107.9	95.6	109.3	89.8	3.9
O=C(O)CCSc1nnc(COc2ccc(Cl)cc2)n1-c1ccccc1	109.5	-9.7	3.0	105.0	108.4	119.1	102.4	18.9
Cc1[nH]c2ccc(C(=O)OC(C)C(=O)NC3(C#N)CCCCC3)cc2c1C (stereo unspecified)	109.3	5.0	2.0	92.3	111.2	104.7	103.4	7.1
Cc1cc(C)c(NC(=O)c2ccc(S(=O)(=O)N(C)C)cc2)c(C)n1	96.2	-11.2	1.0	102.4	93.9	98.0	95.5	7.7
CCOc1ccc(NC(=O)CNC(=O)c2cccs2)cc1	110.0	-2.7	2.0	91.0	100.2	98.7	98.8	-2.2
CCc1cc(=O)oc2c(C)c(OCC(=O)NCc3ccccn3)ccc12	89.5	1.9	1.0	96.2	97.8	97.7	97.0	-1.9
COc1cc(/C=C/C(=O)OCC(=O)Nc2ccc(Cl)cn2)ccc1O	100.7	8.1	4.0	94.9	105.5	104.5	103.2	-17.9
Cc1ccc(-c2cc(C(=O)Nc3c(C)n(C)n(-c4ccccc4)c3=O)[nH]n2)c(O)c1C	100.7	-2.2	0.0	110.9	102.4	94.9	97.3	-2.5
COc1ccc(S(=O)(=O)N2CC(=O)Nc3ccccc32)cc1F	91.1	-1.2	0.0	97.6	99.0	100.3	100.7	-7.7
C[C@@H]1CC[C@@]2(OC1)O[C@H]1C[C@H]3[C@@H]4CC=C5C[C@@H](O)[C@H](O)C[C@]5(C)C4CC[C@]3(C)[C@H]1[C@@H]2C (stereo partly specified)	103.7	11.3	1.0	110.3	102.2	96.8	99.6	-29.7
O=P(COCCOCP(=O)(c1ccccc1)c1ccccc1)(c1ccccc1)c1ccccc1	98.2	13.1	0.0	101.5	97.9	110.6	99.0	6.9
O=C(NCc1ccccc1Cl)C1CCC(=O)N(CC2CCCCC2)C1 (stereo unspecified)	95.8	8.8	0.0	99.6	101.1	99.1	90.1	3.2
Cc1nc2ccccc2cc1OCc1ccc(F)cc1	93.6	3.1	3.0	94.5	90.7	107.1	96.1	3.5

Other results follow.
SMILES	LAP4 TOR yeast	VLA-4 inh	GRK2 aptamer HTS	CIT2 TOR yeast	AGP1-GFP MLPCN	MEP2-GFP yeast	RPL19A TOR yeast	JMJD2C inh
CCN(c1ccc(OC)cc1)S(=O)(=O)c1nnc(NC(=O)C2CCCCC2)s1	100.9	5.3	0.0	101.6	103.9	100.7	99.1	1.6
CN(C)c1ccc(C=C2C(=O)OC(C)(C(C)(C)C)OC2=O)cc1 (stereo unspecified)	110.0	8.1	0.0	96.4	32.4	102.1	99.7	-17.2
CCN(C[C@H]1N[C@@](Cc2ccccc2)(C(=O)OC)[C@H]2C(=O)N(Cc3ccccc3)C(=O)[C@@H]12)S(=O)(=O)c1ccc(C)cc1	104.2	15.2	6.0	98.5	106.0	100.9	101.5	·
O=C1CN(C(=O)COC(=O)CCNS(=O)(=O)c2ccc(Cl)cc2)c2ccccc2N1	104.5	4.9	4.0	113.1	106.9	102.9	99.8	-3.4
O=C(Nc1ccccc1Cl)N1CCN(c2ccc3nnc(-c4ccc(F)cc4)n3n2)CC1	105.8	-2.0	0.0	111.2	111.4	109.5	106.3	6.1
N#Cc1ccc2ccn(CC(=O)NCc3ccccc3)c2c1	100.3	-19.9	3.0	100.8	102.1	101.7	95.8	-0.3
CCOc1ccccc1C(=O)NCCCn1ccnc1	90.5	-1.6	0.0	100.3	100.5	101.1	98.5	-3.9
COC(=O)[C@H]1C[C@@H](c2ccccc2)[C@H](C)C1(C)C	128.0	-6.4	1.0	100.3	94.0	94.2	108.3	-5.5
CCc1ccccc1NC(=O)CCS(=O)(=O)c1ccc(Br)cc1	123.0	9.8	57.0*	122.3	98.6	155.2	102.9	-3.7
CC(=O)Nc1nc(C)c(C(C)(C)C)s1	109.6	8.4	0.0	93.8	101.9	97.0	99.0	-0.3
COC(=O)c1ccc(C(=O)OC)c(NC(=O)Oc2ccccc2)c1	99.0	11.1	4.0	105.6	94.5	98.6	101.3	21.1
COc1cc(NC(=O)C2CCN(S(=O)(=O)c3ccc4[nH]c(=O)oc4c3)CC2)cc(OC)c1	95.7	0.9	2.0	97.7	94.2	98.4	93.7	5.6
Cc1ccc(S(=O)(=O)NCCc2nnc3ccc(SCC(=O)Nc4nc5ccccc5s4)nn23)cc1	92.0	-4.2	6.0	108.8	96.6	103.8	100.3	-5.2
Cc1ccc(NC(=O)c2ccc3c(c2)OCO3)cc1Cl	100.7	23.2	1.0	91.7	94.7	99.0	96.9	14.0
COc1ccc(N(CC(=O)N/N=C(\C)c2ccc(C)cc2)S(=O)(=O)c2ccccc2)cc1	104.6	12.1	0.0	104.2	95.9	111.0	103.8	-2.8
CCCc1cc(C(=O)N(C)CC(=O)Nc2ccc(OCC)c(OCC)c2)sc1C	99.4	5.8	8.0	86.7	98.0	95.7	93.9	7.6
Cc1ccc(C(=O)N2CCN(c3cccc(C)c3C)CC2)o1	104.0	2.2	0.0	101.2	97.6	102.3	100.7	4.6
O=C(Nc1ccc2ncccc2c1)c1ccccc1	100.7	25.6	0.0	102.2	102.4	102.4	99.9	4.3
Cc1nnc(NC(=O)CSc2nccn2C)s1	100.7	20.6	0.0	98.4	95.9	97.2	97.8	-3.1
COCCN(C(=O)c1oc2ccccc2c1COC)c1c(N)n(CC(C)C)c(=O)[nH]c1=O	97.0	-7.9	0.0	97.9	93.4	97.8	96.2	-0.8
CCc1nnc(NC(=O)c2ccc(-c3ccc(C(C)=O)cc3)o2)s1	108.7	0.0	0.0	99.3	102.3	103.5	106.3	-25.5
CCN(CC)c1ccc(NC2CC(=O)N(CCc3ccc(OC)cc3)C2=O)cc1 (stereo unspecified)	98.6	7.8	0.0	97.3	103.6	102.4	97.9	4.6
CCOC(=O)c1ccccc1N=Cc1c(O)c2ccccc2oc1=O	87.8	16.7	2.0	101.7	90.5	104.5	101.9	1.3
CCOC(=O)Cn1c(=O)c2c(nc3n2CCN3Cc2ccccc2)n(C)c1=O	97.5	-2.9	5.0	105.2	100.4	94.0	·	3.9
COc1ccc(N2CCc3c(C)nc4c(OC)cc(OC)cc4c32)cc1	105.8	0.0	2.0	110.5	115.8	106.0	96.0	-7.5

Next part, overlapping the part above by 2 compounds.
SMILES	LAP4 TOR yeast	VLA-4 inh	GRK2 aptamer HTS	CIT2 TOR yeast	AGP1-GFP MLPCN	MEP2-GFP yeast	RPL19A TOR yeast	JMJD2C inh
CCOC(=O)Cn1c(=O)c2c(nc3n2CCN3Cc2ccccc2)n(C)c1=O	97.5	-2.9	5.0	105.2	100.4	94.0	·	3.9
COc1ccc(N2CCc3c(C)nc4c(OC)cc(OC)cc4c32)cc1	105.8	0.0	2.0	110.5	115.8	106.0	96.0	-7.5
CC(N=C1CC(C)(C)CC(=O)/C1=C(/O)CCCN1C(=O)c2ccccc2C1=O)C(=O)O (stereo unspecified)	103.4	4.7	1.0	96.9	102.5	101.1	99.9	56.6
N#Cc1c(NC(=O)CSc2nnnn2C2CCCCC2)sc2c1CCCC2	95.5	14.7	0.0	103.2	104.6	100.5	98.8	-5.1
COc1ccc(C)cc1S(=O)(=O)Nc1cccc(C)c1	97.7	-2.9	4.0	96.8	97.4	97.1	94.7	7.4
CC(=O)N[C@H]1[C@H](Oc2ccc3c(c2)CCC2C3CC[C@]3(C)C(=O)CCC23)O[C@H](CO)[C@@H](O)[C@@H]1O (stereo partly specified)	95.8	7.0	0.0	108.4	104.7	103.3	106.0	-3.1
O=C(c1cccc(-c2ccco2)c1)N1CCCC(N2CCN(c3ccc(F)cc3)CC2)C1 (stereo unspecified)	95.7	1.4	0.0	96.5	101.0	102.9	101.6	1.6
CCOC(=O)c1cc(OC(=O)c2cccs2)n(-c2ccccc2)n1	110.7	20.1	1.0	94.7	96.0	103.3	99.8	1.8
CC(C)(C)c1ccc(C(=O)Nc2ccccc2NC(=O)c2ccco2)cc1	87.7	6.8	0.0	94.9	95.5	94.4	93.3	2.1
CCN(Cc1ccncc1)C(=O)c1cc(COc2c(C)cccc2C)on1	102.0	10.3	0.0	111.0	101.0	102.9	106.7	3.8
O=C(OCC(=O)N1CCN(c2ccccc2)CC1)c1ccc[n+]([O-])c1	95.0	23.0	0.0	95.1	100.0	99.5	98.5	42.5
Cc1ccc(-n2c(C)cc(/C=C3/SC(=O)N(CC(=O)N4CCOCC4)C3=O)c2C)nc1	98.8	9.3	2.0	98.2	98.1	94.3	96.0	-13.6
O=C(c1ccccc1Cl)N1CCC(c2nc3c(nnn3Cc3ccco3)c(=O)[nH]2)CC1	91.8	33.0	0.0	93.8	98.2	93.2	95.1	6.9
O=C1CC(=O)CC(c2ccccc2Cl)C1	102.6	17.1	0.0	92.3	104.2	101.2	98.3	-2.2
COC(=O)C1=C(C)N(C)C(=S)N(C)C1c1cccc(Br)c1 (stereo unspecified)	135.7	3.5	12.0	94.8	94.7	89.9	92.1	-10.5
Cc1cccc(Nc2c(-c3ccc(O)cc3)nc3ncccn23)c1	91.0	-3.3	4.0	94.2	93.6	104.0	99.8	0.6
CCOC(=O)c1[nH]c2cc3c(cc2c1NC(=O)CN1CCN(CCO)CC1)OCO3	105.0	3.3	0.0	96.2	108.5	98.4	91.2	-42.6
